Assay outcomes as filed in PubChem.
CTSL1 counter: counter-screen for PFM18AAP inhibitors: inhibitors of F. hepatica cathepsin L1; recombinant F. hepatica cathepsin L1, Z-Leu-Arg-MCA fluorescence; inhibition, % at 5.96 µM; 300,000 tested, 0.49% active; AID 1906;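 active = inhibition above the mean of all tested compounds plus 3 SD, set per screening campaign, cut at about 17% in these data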;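 also: 0% = plate median of test compound wells and 100% = 1 µM Z-Phe-Ala-diazomethylketone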
JMJD2C inh: inhibitors of human GASC-1 (JMJD2C) demethylase. GST-JMJD2C(1-420) H3K9me3 demethylation, DELFIA europium. AID 2099. 330,000 tested, 0.069% active. Q9H3R0. inhibition, % at 2.35 µM;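 active = more than half of a compound's replicate wells show inhibition beyond 50%, single wells judged on their own value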;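 also: signal counts dimethyl H3K9 product captured on neutravidin plate; 0% = median of DMSO wells and 100% = 0.3 times that DMSO median; strong numbers were not always called active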
EBNA-1 inh: blocks EBNA-1 binding to DNA. EBNA-1 DNA binding, fluorescence polarization. inhibition, % at 14.8 µM. 300,000 tested, 0.34% active; in the data active = inhibition above about 28%
core dimer inh: HCV core protein dimerization inhibition; 300,000 tested, 0.33% active; AID 1899; TR-FRET GST/Flag-core106 dimerization, 1536-well; inhibition, % at 5 µM;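 active = inhibition above the mean of all tested compounds plus 3 SD, set per screening campaign, cut at about 45% in these data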
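System: GST-tagged and Flag-tagged HCV core protein residues 1-106 / Input: core106 proteins, GST 13.5 nM and Flag 17 nM / Buffer or medium: KF-containing HEPES buffer, pH 7.45, DTT, CHAPS, BSA / Probe or stimulus: Eu-anti-GST and XL665-anti-Flag labelled anti-tag antibodies / Schedule: 4 h, 22.5 °C incubation / Technique: TR-FRET 671 and 617 nm emission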
PP1 inh: counter-screen for PP5 inhibitors: inhibitors of human PP1-alpha; 320,000 tested, 0.9% active; purified PP1alpha, OMFP fluorescence; inhibition, % at 6.7 µM; AID 2235;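 active = inhibition above the mean inhibition of all tested compounds plus 3 SD, computed separately for each screening campaign, cut at about 15% in these data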
Target sequence (P62136 whole entry, looked up): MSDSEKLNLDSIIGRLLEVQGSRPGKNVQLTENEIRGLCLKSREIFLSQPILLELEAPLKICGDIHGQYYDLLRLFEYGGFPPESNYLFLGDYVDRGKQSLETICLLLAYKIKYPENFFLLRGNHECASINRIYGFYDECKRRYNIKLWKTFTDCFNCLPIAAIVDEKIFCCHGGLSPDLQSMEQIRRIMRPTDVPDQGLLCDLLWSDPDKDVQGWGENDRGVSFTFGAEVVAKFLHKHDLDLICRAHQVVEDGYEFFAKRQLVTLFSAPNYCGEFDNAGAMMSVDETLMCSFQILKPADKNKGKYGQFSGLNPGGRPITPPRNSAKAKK
PP5 primary: inhibitors of human protein phosphatase 5 (PP5). P53041. purified PP5c, OMFP substrate fluorescence. inhibition, % at 6.7 µM. 320,000 tested, 0.18% active. AID 1987;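 active = inhibition above the campaign's mean inhibition across all tested compounds plus 3 SD, cut at about 9.5% in these data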;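 also: 0% = DMSO only and 100% = 100 µM cantharidin control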
Target sequence (P53041 whole entry, looked up): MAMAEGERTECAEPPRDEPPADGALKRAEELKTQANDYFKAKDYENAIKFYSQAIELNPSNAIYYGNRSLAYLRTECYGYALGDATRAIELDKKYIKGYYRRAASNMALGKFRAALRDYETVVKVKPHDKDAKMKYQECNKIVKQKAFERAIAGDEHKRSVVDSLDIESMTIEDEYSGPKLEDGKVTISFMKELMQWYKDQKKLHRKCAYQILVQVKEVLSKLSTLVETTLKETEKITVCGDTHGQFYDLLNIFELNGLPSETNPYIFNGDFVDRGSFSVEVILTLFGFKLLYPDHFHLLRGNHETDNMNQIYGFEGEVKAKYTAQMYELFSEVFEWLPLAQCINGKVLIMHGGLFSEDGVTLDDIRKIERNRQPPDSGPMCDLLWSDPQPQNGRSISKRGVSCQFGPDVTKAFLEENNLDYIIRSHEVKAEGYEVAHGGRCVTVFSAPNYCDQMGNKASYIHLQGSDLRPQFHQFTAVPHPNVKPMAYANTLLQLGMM
TPT1 inhibitor: blocks Candida albicans tRNA 2'-phosphotransferase; recombinant caTPT1, FP RNA substrate dephosphorylation; inhibition, % at 5 µM; 300,000 tested, 0.81% active; AID 1962;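 active = inhibition above the mean of all tested compounds plus 3 SD, set per screening campaign, cut at about 24% in these data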;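 also: plate controls were DMSO alone for no effect and ferristatin control at 100 nM for full effect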
ZTA DNA inh: blocks Epstein-Barr virus ZTA, an EBNA-1 counter-screen; P03206; ZTA-DNA binding, fluorescence polarization; inhibition, % at 11 µM; 320,000 tested, 0.15% active; in the data active = inhibition above about 33%
Target sequence (P03206 whole entry, looked up): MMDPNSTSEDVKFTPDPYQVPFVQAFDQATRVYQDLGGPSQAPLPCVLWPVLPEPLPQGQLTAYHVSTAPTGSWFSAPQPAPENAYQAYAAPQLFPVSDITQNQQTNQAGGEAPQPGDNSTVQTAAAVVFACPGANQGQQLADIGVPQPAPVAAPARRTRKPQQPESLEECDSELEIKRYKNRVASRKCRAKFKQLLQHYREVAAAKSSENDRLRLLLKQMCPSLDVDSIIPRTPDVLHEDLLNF
Yeast superoxide: yeast age-related superoxide inhibition as caloric restriction mimetic. AID 2690. S. cerevisiae aged cells, superoxide DHE fluorescence; active compounds read low. superoxide response (% of plate mean), % at 10 µM. 330,000 tested, 0.18% active;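 active = superoxide response under a set limit, about three screen SD below normal, cut at about 65% in these data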;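 also: yeast aged for seven days with compound at 30 °C before DHE staining; 100% = average MFI of all compound-treated wells on the plate with controls excluded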
An asterisk follows results filed as active; . = not tested or not shown.

Values run as follows: CTSL1 counter	JMJD2C inh	EBNA-1 inh	core dimer inh	PP1 inh	PP5 primary	TPT1 inhibitor	ZTA DNA inh	Yeast superoxide
1: COc1cc(OC)cc(-n2nnnc2SCC(=O)NCCc2ccc(OC)c(OC)c2)c1
    -1	3	0	-2	3	-0.2	-1	-8	113
2: CC(C)OC(=O)c1cc(=O)[nH]c2ccccc12
    -3	2	-2	-3	6	0.8	-1	8	99
3: C/C(=N\O)C(=O)OC1CC(C)CCC1C(C)C (configuration not stated)
    2	4	8	-2	7	1.9	-1	-13	94
4: Cn1c(CNC(=O)c2ccc(F)cc2)nc2ccccc21
    -2	13	1	1	1	0.9	0	-3	105
5: Cc1ccc(NC(=O)c2c(C(=O)Nc3ccccc3)sc3nc(C)cc(=O)n23)cc1
    -3	10	-13	2	2	0.6	-3	-12	100
6: CCOC(=O)COc1ccc(S(=O)(=O)c2ccc(OCC(=O)OCC)cc2)cc1
    -2	3	-4	-2	0	3.6	3	3	90
7: Cn1c(N)c(C(=O)COc2ccc(Cl)cc2Cl)c(=O)n(C)c1=O
    7	21	2	5	2	2.9	0	-5	104
8: Cc1ccc(C(=O)NCCONC(=O)c2ccc(C)cc2)cc1
    -2	-1	-2	-1	-2	-0.6	1	5	99
9: Cc1onc(-c2c(F)cccc2Cl)c1C(=O)NCc1ccco1
    -3	9	2	-6	2	-0.4	-6	-25	99
10: COc1ccc(-c2ccc(S(=O)(=O)n3nc(OC(=O)c4cccs4)cc3N)cc2)cc1
    -4	2	18	-11	-2	-4.3	-3	-7	110
11: COC(=O)c1ccc(NC(=S)NN2CCCCC2c2cccnc2)cc1 (configuration not stated)
    1	.	3	-7	-6	1.7	-2	-22	116
12: Cc1ccc(OCCCCn2ccnc2C)c(C)c1
    0	-3	1	2	-3	0.8	3	5	97
13: CC1Cc2cc(/C(O)=C3\C(=O)C(=O)N(CCN4CCOCC4)C3c3ccccc3F)ccc2O1 (configuration not stated)
    1	-7	-4	-8	-1	1.1	-5	-10	89
14: CCN1CCN(S(=O)(=O)c2ccc(Cl)c(C(=O)N(C)Cc3ccccc3)c2)CC1
    .	1	.	.	-3	-2.9	.	1	93
15: CCCCN(C(=O)c1cc(S(=O)(=O)N2CCCCCC2)ccc1OC)c1ccccc1
    3	1	1	9	2	0.8	0	2	110
16: CSCCNC(=O)c1cccc(Cl)c1
    -2	-6	-7	-9	0	0.8	0	-4	104
17: Cc1ccccc1C(=O)NC(C)C(c1cccs1)N1CCOCC1 (configuration not stated)
    -3	1	-9	16	5	-6.0	-7	-20	92
18: CCN(CC)C(C(=O)Nc1ccc(C(C)C)cc1)c1ccc2c(c1)OCO2 (configuration not stated)
    2	2	4	7	-1	3.1	-1	-2	102
19: CCOC(=O)c1sc2nc(CC(=O)OC)nc(N(C)CCc3ccccn3)c2c1C
    9	-23	-3	6	-1	2.0	-3	-1	97
20: CC(=O)c1ccc(N2CCN(S(=O)(=O)c3c(C)[nH]c(=O)[nH]c3=O)CC2)cc1
    -4	24	-3	-4	-4	1.3	-2	-8	100
21: COC(=O)Nc1ccccc1C(=O)N1CCN(c2ccc(C)cc2)CC1
    -1	2	-4	-4	-1	1.9	-1	-2	106
22: Cn1nc(-c2ccccc2)c(CSc2cccc(Cl)c2)c1Cl
    1	5	9	-1	-1	0.2	-5	-8	96
23: Cn1c(Cn2nnc3ccccc32)nnc1SCC(N)=O
    0	55	3	-2	-2	-1.4	3	14	104
24: CC(C)(C)c1cccc(OCCCSc2ncccn2)c1
    3	-4	9	-7	0	2.0	-5	-4	95
25: Cc1nc(N)ncc1Sc1ccccc1
    -3	-4	7	-4	-3	3.2	2	-9	120
26: O=C(CSc1nccc(=O)[nH]1)N1c2ccccc2CCc2ccccc21
    -3	0	-2	1	0	1.8	0	14	111
27: O=C1/C(=C/c2c[nH]c3ccccc23)CCC/C1=C\c1c[nH]c2ccccc12
    3	-3	9	33	3	0.2	51*	18	110
28: Cc1ccc(CNC(=O)C2CC(c3ccc([N+](=O)[O-])cc3)=NO2)cc1 (configuration not stated)
    -1	14	5	7	-4	-0.1	-6	-5	100
29: CC(=O)c1cc2c(cc1NS(=O)(=O)c1ccc(C)cc1)OCCO2
    -2	-3	-1	6	-5	3.4	-2	-6	106
30: O=C(C1CCCN1S(=O)(=O)c1cccc2nsnc12)N1CCN(c2ccc(F)cc2)CC1 (configuration not stated)
    1	4	5	-2	1	1.2	-1	-6	100
31: Cc1ccc(C(=S)N2CCCCCC2)cc1
    8	4	-18	-6	-3	-0.7	9	-10	105
32: Cc1ccc(C(=O)NNC2=NC(C)(C)Cc3ccccc32)cc1
    -2	5	-2	2	-4	1.3	-3	-9	97
33: COc1ccccc1N(CC(=O)NCc1ccc(F)cc1)C(=O)CCC(=O)Nc1nccs1
    -6	-16	-12	-7	3	1.7	-3	3	109
34: COc1cccc(CN2CC(C(=O)N(C)CCc3ccccc3)CCC2=O)c1 (configuration not stated)
    4	4	5	9	-3	-1.0	1	-1	106
35: COc1ccc(-c2nnc(SCC(=O)NC(=O)NCc3ccccc3)o2)cc1
    -4	-1	-6	-5	-2	1.7	-7	-1	88
36: COc1ccccc1/C=N/NC(=O)c1ccc(NC(=O)c2cccc([N+](=O)[O-])c2)cc1
    -2	7	-18	9	-1	4.6	2	5	98
37: CCCn1c2c(c(O)c(C(=O)Nc3ccc(OCC)cc3)c1=O)CCCC2
    -2	-14	2	-2	-4	1.3	-3	-1	91
38: COc1cccc(SCc2noc(C(=O)NCCCN3CCOCC3)c2C(=O)NCCCN2CCOCC2)c1
    0	-10	5	6	-2	-1.2	-2	1	93
39: N#Cc1c(C#N)c(O)c2ccccc2c1O
    -4	10	5	-30	0	1.6	-12	7	145
40: CC(=O)c1cccc(CN2CCCC(CCC(=O)NCc3ccc(C)o3)C2)c1 (configuration not stated)
    1	-11	-1	-4	-7	-1.0	-9	2	101
41: CCOc1ccc2nnnn2n1
    1	-6	-7	5	-1	-0.4	-5	-18	115
42: CCN1CCN(CCC(=O)Nc2cccc(C)c2)CC1
    -3	-7	6	-5	0	-1.8	-1	-4	83
43: Cc1cc(C)cc(NC(=S)N2CCN(S(C)(=O)=O)CC2)c1
    3	-7	6	4	6	1.3	3	2	99
44: CC(=O)Nc1ccc(S(=O)(=O)Nc2ccc3c(c2)C(=O)OC3)cc1
    3	1	7	6	-1	1.3	-1	-14	123
45: O=C(Cc1ccccc1)NC(=S)Nc1ccc2oc(-c3ccccc3F)nc2c1
    0	-1	-4	24	-2	-1.6	0	20	109
46: CN(Cc1ccccc1)C(=O)c1nc[nH]c1C(=O)N1CCc2ccccc2C1
    .	-9	.	.	-3	1.8	.	-21	101
47: COc1cccc(Nc2nc(CC(C)=O)ns2)c1
    0	2	3	-4	-5	3.5	1	-6	105
48: COc1cccc(CNC(=O)Cc2nc3nc(C)cc(C)n3n2)c1
    -2	-70	1	8	0	-0.8	2	-1	107
49: COc1nccnc1NS(=O)(=O)c1ccc(NC(=S)NC(=O)/C=C/c2ccccc2)cc1
    4	5	-1	3	2	1.8	-5	9	93
50: Cc1csc(N)n1
    0	-2	-1	16	-4	-1.4	-6	12	101
51: O=C(Nc1ccc(N2CCOCC2)cc1)c1cnccn1
    4	12	-3	-4	-4	0.1	-3	-11	98
52: CN1CCN(c2ccncc2S(=O)(=O)N2CCCCC2)CC1
    0	-15	2	-3	-1	3.2	2	7	103
53: COc1ccc(-c2c3c(=O)n(C)c(=O)n(C)c3cn2-c2ccccc2O)cc1
    4	1	-5	2	-5	1.8	-3	9	103
54: CCCOc1ccc2ccccc2c1/C=N/n1cnnc1
    2	1	9	1	3	3.8	-1	-11	84
55: CC(C)(C)c1ccc(S(=O)(=O)NCC(=O)Nc2sc3c(c2C(N)=O)CCCC3)cc1
    2	-6	-18	11	-2	3.8	-3	1	136
56: Cc1ccc(CNC(=O)CNC(=O)c2c(C)nn(C)c2Cl)cc1
    -2	-4	4	-1	-2	-1.6	-1	5	108
57: O=C(c1cc2ccccc2oc1=O)N(c1ccc(Cl)cc1)C1C=CS(=O)(=O)C1 (configuration not stated)
    6	9	2	-12	-4	0.7	-2	-6	94
58: CC(=O)c1cccc(CN2CCCC(CCC(=O)NCc3ccc(F)c(F)c3)C2)c1 (configuration not stated)
    2	-19	1	8	-3	0.3	3	2	96
59: COc1ccc2c(c1OC)CN(C)CCc1cc3c(cc1C(O)C2)OCO3 (configuration not stated)
    -2	-8	0	-14	-1	1.7	-4	-28	94
60: COc1ccc(C2=NNC(c3cccnc3)=Nc3ccc(OC)cc32)cc1
    -1	9	0	-2	-2	-1.2	0	13	86

(more compounds)
Values run as follows: CTSL1 counter	JMJD2C inh	EBNA-1 inh	core dimer inh	PP1 inh	PP5 primary	TPT1 inhibitor	ZTA DNA inh	Yeast superoxide
61: Cc1ccccc1/C=N/N1CCN(c2ccccc2)CC1
    5	-1	-11	-8	3	-2.9	0	-6	98
62: Cc1ccc(OC(=O)CCS(=O)(=O)c2ccc(C)cc2)cc1
    -58	1	-4	0	-6	3.5	-1	2	108
63: O=c1cc(CSc2nnc3ccccn23)c2c(ccc3ccccc32)o1
    -1	-1	0	31	-1	0.8	-15	9	119
64: N#CCCN(Cc1ccccc1)C(=O)Nc1ccc(F)cc1
    -4	7	0	0	-5	2.0	4	7	111
65: Cc1cccc(NC(=O)C2CCCN(S(=O)(=O)c3cccc4cccnc34)C2)c1 (configuration not stated)
    2	2	8	1	-3	0.5	-4	16	102
66: COc1cc2c(C(=O)NCc3ccccn3)cn(C)c(=O)c2cc1OC
    2	-11	-16	-4	2	0.5	-3	-29	96
67: COc1ccc(NC(=O)CCn2nc(C)cc2C)cc1
    2	5	-12	6	-3	3.8	0	10	112
68: Cc1ccc(-n2ncc3c2ncn2nc(-c4ccco4)nc32)c(C)c1
    1	6	2	34	5	-2.8	6	0	97
69: O=S(=O)(c1ccc(Cl)cc1)c1snnc1-c1ccccc1
    -3	-4	3	-1	-4	-0.3	-2	22	96
70: CCn1c(=O)cc(SCC(=O)Nc2ccc(C)cn2)c2ccccc21
    0	3	0	-4	1	4.4	-1	-2	93
71: CCOC(=O)c1ccc(NCc2cccnc2)cc1
    -1	-6	-1	-3	-3	1.4	2	7	82
72: CCCCN(CCCC)c1nc(OC)nc(-n2nnc(C(C)=O)c2C)n1
    6	7	-8	10	1	2.8	-2	6	94
73: CCOc1ccc(/C=C2\N=C(c3cccs3)OC2=O)cc1OC
    -2	-8	7	3	-6	-2.5	2	12	113
74: Cc1cccn2c(=O)c(/C=C(\C#N)C(=O)NC3CCS(=O)(=O)C3)c(Oc3ccc(F)cc3)nc12 (configuration not stated)
    0	6	2	8	-3	0.1	-3	-11	116
75: CCc1nnc(NC(=O)c2ccc(S(=O)(=O)N3CCCCC3)cc2)s1
    0	-5	11	-7	-1	-1.2	0	4	114
76: Cc1ccc(-n2c(SCC(=O)Nc3ccc(C(=O)O)cc3)nnc2-c2ccncc2)cc1
    0	-1	10	2	-7	2.0	-1	-3	105
77: Cc1c(Cl)cccc1NC(CC(=O)c1ccccc1)C(=O)OCC(=O)c1cccs1 (configuration not stated)
    -2	20	-3	5	2	4.7	-1	-8	105
78: N=c1n(CCc2ccccc2)c2ccccc2n1Cc1ccccc1F
    8	-15	-5	-14	2	-1.4	1	5	106
79: COc1ccc(-c2ccnc3c(Br)c(C)nn23)cc1
    .	3	.	.	-6	3.3	.	8	122
80: O=C(O)CC1S/C(=N/N=C/c2ccc([N+](=O)[O-])cc2)N(c2ccc(O)cc2)C1=O (configuration not stated)
    6	4	5	0	-4	2.9	-1	-11	97
